Menin-MLL TR inh: inhibitors of human menin-MLL interaction, mutant MLL peptide; Menin + Texas Red MLL mutant peptide, fluorescence polarization; Potency, µM (top dose mostly 61.6 µM), for inactives: at the top dose FP activity change, negative = inhibition, most hits filed as inhibitors; hit rate 0.23% among 270,000; AID 1768; active = well fitted inhibition curve with a large enough effect in the polarisation, with a control signal flat, not every such curve was filed as active; inconclusive = small, poorly fitted or top-dose-only effect, or effect the other way, or a change in a side signal; inactive = no such curve, though single readings can be large or run the other way; the % refers to the polarisation; note: potency is the fitted concentration of half-maximal effect; % of control where 0% means no effect; many of its hits are not listed in these tables
B2AR arrestin: recruits beta-arrestin to the human beta2-adrenergic receptor; P07550; AID 492947; beta-arrestin recruitment to beta2AR, cell-based reporter; hit rate 0.02% among 330,000; Potency, µM (top dose mostly 46.1 µM), inactives show top-dose activation, usual class: activators;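 note: potency is the fitted concentration of half-maximal effect; 0% = DMSO controls and full agonism = EC100 isoproterenol or metaproterenol; nearly all actives have a fitted effect of over 65% in size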
USP2a block: blocks human ubiquitin-specific protease USP2a | Potency, µM (highest dose often 38.3 µM), inactives show at the top dose activity change, negative = inhibition, usual class: inhibitors | O75604 | USP2 core, Ub-CHOP2 coupled fluorogenic reporter, 485/531 | AID 463254 | hit rate 0.01% among 330,000;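 note: potency is the fitted concentration of half-maximal effect; plate controls were DMSO wells for no effect and full inhibition by NEM control for full effect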
Target sequence (O75604 whole entry, looked up): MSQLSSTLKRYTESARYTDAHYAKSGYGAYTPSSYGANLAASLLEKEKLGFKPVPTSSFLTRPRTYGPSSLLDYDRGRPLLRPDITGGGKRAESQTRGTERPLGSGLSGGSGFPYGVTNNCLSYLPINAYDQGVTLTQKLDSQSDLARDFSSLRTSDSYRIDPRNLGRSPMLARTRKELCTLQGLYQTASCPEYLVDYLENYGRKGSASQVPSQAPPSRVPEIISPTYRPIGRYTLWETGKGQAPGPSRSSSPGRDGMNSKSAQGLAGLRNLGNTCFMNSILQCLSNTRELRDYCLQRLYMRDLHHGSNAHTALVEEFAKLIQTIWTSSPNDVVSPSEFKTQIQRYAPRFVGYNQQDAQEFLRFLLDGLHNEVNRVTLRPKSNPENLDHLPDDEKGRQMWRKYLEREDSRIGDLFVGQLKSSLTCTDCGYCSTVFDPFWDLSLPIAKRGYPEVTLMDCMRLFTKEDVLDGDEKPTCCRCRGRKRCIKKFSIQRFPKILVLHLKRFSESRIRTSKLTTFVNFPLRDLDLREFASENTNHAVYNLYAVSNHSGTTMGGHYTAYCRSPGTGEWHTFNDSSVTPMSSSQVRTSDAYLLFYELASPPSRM
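USP2 core (10nM final) preincubated 30min RT with compound in 20mM Tris-HCl pH 8.0, 2mM CaCl2, 2mM beta-mercaptoethanol, 0.05% CHAPS; 25nM Ub-CHOP2 plus 25nM reporter substrate added, fluorescence (Ex485/Em531) read after 60min.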
KCNH2 3.1 block: blocks the human KCNH2 3.1 channel isoform; U2OS KCNH2 3.1, thallium flux FluxOr; active compounds read low; activity change, % (tested at about 1.8 µM); hit rate 0.95% among 340,000; AID 720553;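 active = maximum activity change below -70%; inconclusive = maximum activity change from -70% to -50%; inactive = maximum activity change above -50%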;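 note: thallium influx rate constant from kinetic fluorescence after stimulation buffer; % is set by controls: 0 for no effect and ±100 for the full control effect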
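Channel expression came from 3.1 mutant virus (1.77 x 10^8 /mL) applied to suspended U2OS cells for 4 h. Flux was tracked with FluxOr dye plus Red40 quencher, and kinetic rate constants normalized to controls.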
Giardia kill: Giardia lamblia killing; Giardia lamblia trophozoite viability; activity change, % at 7.66 µM, hits read low; hit rate 0.15% among 340,000; AID 540267; in the data active = activity change below about -80%; inconclusive = between about -30% and that limit;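 note: parasites exposed to compound for two days anaerobically before the ATP read; % is set by controls: 0 for no effect and ±100 for the full control effect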
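Media and compound were dispensed first, then trophozoites at 100 cells/well; plates sat 48 hrs at 37 deg C without oxygen before ATP luminescence reagent was added and read after 15-30 min at room temperature.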
CXXC DNA block: MLL CXXC-DNA interaction inhibition; Q03164; MLL-CXXC / FITC-HOXA9 DNA fluorescence polarization; Potency, µM (highest dose often 115 µM), without a hit: at the top dose activity change, negative = inhibition, usual class: inhibitors; hit rate 0.037% among 290,000; AID 2662; active = well fitted inhibition curve with a large enough effect in the polarisation, with a control signal flat, not every such curve was filed as active; inconclusive = small, poorly fitted or top-dose-only effect, or effect the other way, or a change in a side signal; inactive = no such curve, though single readings can be large or run the other way; the % refers to the polarisation; note: potency is the fitted concentration of half-maximal effect
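Steps: dispense CXXC domain solution (7 uM) → pin compounds or unlabeled HOX-A9 DNA control → 5 min ambient → add FLSN-HOX-A9 solution (50 nM) → spin → 30 min ambient → fluorescence polarization. Tris pH 7.5/NaCl/DTT/BSA buffer.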
FBPA coupling cs: coupling enzyme interference in Giardia aldolase counter-screen | activity change, negative = inhibition, % at 58.2 µM, hits read low | coupling enzyme system counterscreen, AmpLite Red fluorescence | AID 2472 | hit rate 0.67% among 290,000; in the data active = activity change below about -30%; note: % is set by controls: 0 for no effect and ±100 for the full control effect
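Fluorescence at 525 nm excitation and 598 nm emission measured inhibition of the coupled detection system without aldolase. Compounds (at 57.5 uM final) were preincubated 10 min at room temperature with coupling enzyme reagent before a 20 min substrate/AmpLite Red step.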
PKM2 activator: increases activity of human pyruvate kinase M2; P14618; purified PKM2, Kinase-Glo ATP luminescence, activation; response scale: 0% is enzyme alone, no compound; Potency, µM (titrated, usually from 57.5 µM), for the others: at the top dose activation, hits mostly activators; hit rate 0.34% among 260,000; AID 1631; note: potency is the fitted concentration of half-maximal effect; % is set by controls: 0 for no effect and ±100 for the full control effect; nearly all actives have a fitted effect of over 55% in size
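Purified hPK-M2 (>95%) run at intermediate activity with 0.1 mM ADP and 0.5 mM PEP in 50 mM imidazole pH 7.2, KCl, MgCl2; 1 h room temperature. ATP formed read by Kinase-Glo luminescence; normalized to uninhibited and no-enzyme controls.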
GALK inh: blocks human galactokinase activity; hit rate 0.007% among 270,000; AID 1868; Purified GALK, Kinase-Glo residual ATP luminescence; Potency, µM (series often up to 57.5 µM), inactives show at the top dose activity change, negative = inhibition, most hits filed as inhibitors; note: potency is the fitted concentration of half-maximal effect; % is set by controls: 0 for no effect and ±100 for the full control effect
Target sequence (P51570 whole entry, looked up): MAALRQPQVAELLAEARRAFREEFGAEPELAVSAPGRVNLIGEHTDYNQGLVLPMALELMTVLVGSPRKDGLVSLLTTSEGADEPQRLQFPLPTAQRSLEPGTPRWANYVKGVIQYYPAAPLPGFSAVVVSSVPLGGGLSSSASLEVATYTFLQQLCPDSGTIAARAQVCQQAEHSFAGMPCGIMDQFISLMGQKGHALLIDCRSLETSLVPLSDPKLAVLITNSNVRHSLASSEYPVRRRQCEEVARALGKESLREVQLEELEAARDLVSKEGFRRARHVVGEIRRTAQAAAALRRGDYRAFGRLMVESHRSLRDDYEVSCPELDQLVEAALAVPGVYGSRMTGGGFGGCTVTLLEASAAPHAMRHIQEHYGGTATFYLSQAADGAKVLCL
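Kinase-Glo Plus luminescence measured ATP left after a 1 h room-temperature reaction. The reaction used 5 nM GALK, 100 uM galactose and 35 uM ATP at pH 8.0 (20 mM HEPES, 5 mM MgCl2, 60 mM NaCl, 1 mM DTT, 0.01% BSA).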
KCNH2 WT inh: KCNH2 (human, wildtype) channel inhibition | activity change, % at 1.84 µM | hit rate 0.37% among 340,000 | U2OS, BacMam KCNH2, thallium flux FluxOr; active compounds read low;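 active = maximum activity change below -70%; inconclusive = maximum activity change between -70% and -50%; inactive = maximum activity change above -50%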; note: % is set by controls: 0 for no effect and ±100 for the full control effect
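U2OS cells were transduced with wild-type KCNH2 virus (2.03 x 10^8 / mL) for 4 h at room temperature, then cultured overnight at 37 C. Thallium flux was read with FluxOr dye. Rate constants were normalized to DMSO controls.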
TRPV1 agonist: agonists of human vanilloid receptor 1 (TRPV1); Q8NER1; TRPV1-expressing cells, Fluo-8 calcium influx, agonist mode; activation, % at 8.33 µM; hit rate 0.19% among 320,000; in the data active = activation above about 80%; inconclusive = between about 30% and that limit; note: 0% is about no effect
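TRPV1-expressing cells were cultured overnight at 35.5C and loaded with Fluo-8 calcium dye for 40 to 90 min at room temperature. After a 10 s baseline, compound was added and calcium influx was read kinetically for 3 min (ex 480/em 520 nm).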
The depositor's hits bear a star; ? = inconclusive; nt = not tested or not shown; [ ] = remark or other dose. Unless noted, calls come from the whole dose curve; as a rule, active = well fitted curve in the direction sought with a large enough effect; inconclusive = small, poorly fitted or top-dose-only effect, or another doubt; inactive = no such curve, though single readings can be large; an effect the other way counts as inactive or inconclusive.

SMILES	Menin-MLL TR inh	B2AR arrestin	USP2a block	KCNH2 3.1 block	Giardia kill	CXXC DNA block	FBPA coupling cs	PKM2 activator	GALK inh	KCNH2 WT inh	TRPV1 agonist
COc1ccc(C(=O)N2CCC(N3CCN(c4ccccc4)CC3)CC2)cc1	0%	0.0%	3%	-20	-26	11%	1	2%	0%	37	0
COc1ccc(Cl)cc1NC(=O)CN1CCN(S(=O)(=O)N2CCCCC2)CC1	9%	0.4%	2%	-6	11	7%	-1	1%	0%	4	16
COc1ccc(C2C3=C(CC(C)(C)CC3=O)N(CC(=O)O)C3=C2C(=O)CC(C)(C)C3)cc1OC	0%	-0.3%	-1%	-6	-4	0%	1	-6%	-2%	-13	-1
Cc1nc(-c2ccccc2)sc1C1(C)CC(c2ccc([N+](=O)[O-])cc2)=NO1 (stereo not given)	nt	-0.3%	4%	-19	11	9%	4	0%	4%	-3	-5
CCC(=O)N1CCc2cc(S(=O)(=O)NC(Cc3ccccc3)C(=O)NC3CCCCC3)ccc21 (stereo not given)	-8%	-0.1%	1%	-2	-2	3%	5	7%	nt	11	0
O=C(NC1CCCCCCC1)c1ccc(Br)o1	-4%	-1.1%	2%	-199*	15	9%	0	-12%	7%	-11	?
C=CCOc1cccc(CNn2cn[nH]c2=S)c1	nt	0.0%	2%	0	14	-4%	-3	-5%	-3%	-3	nt
Cc1[nH]c(=O)[nH]c(=O)c1NS(=O)(=O)c1ccccc1	-11%	-0.2%	6%	-6	10	-2%	-1	4%	-2%	2	-3
O=C1OCCN1CCNCc1cn(-c2ccc(F)cc2)nc1-c1ccccc1Cl	0%	-0.2%	9%	-7	32[activator]	-6%	2	1%	-2%	-150*	-2
O=C(NCc1cccnc1)c1ccc(-c2ccccc2[N+](=O)[O-])o1	-3%	-0.9%	3%	-17	12	0%	-16	-3%	4%	-2	?
Cc1ccc(C)c(CSc2nc(-c3ccco3)nc3c2c(=O)n(C)c(=O)n3C)c1	15%	-0.9%	-1%	nt	nt	3%	0	3%	9%	nt	-6
C(=C\c1ccccc1)/C=N/Nc1nc(N2CCOCC2)nc(N2CCOCC2)n1	-7%	-0.1%	-1%	-9	-9	-10%	1	-2%	-1%	1	3
Cc1ccc2nc(N(CCCN(C)C)C(=O)c3ccc(S(=O)(=O)N4CCCCCC4)cc3)sc2c1	?	-0.4%	5%	-1	-11	?	-2	-1%	4%	29	7
CC1=CC(C)(C)NC(=S)N1C(C)c1ccccc1 (stereo not given)	-13%	0.6%	1%	-34	9	-5%	-6	nt	0%	-4	9
O=C(Nc1nnc(CCS(=O)(=O)c2ccc3ccccc3c2)s1)c1cccs1	-13%	-0.1%	0%	2	7	-4%	5	4%	-1%	-6	-3
O=C(Nc1ccc(C(=O)O)cc1)Nc1ccc([N+](=O)[O-])cc1	?	-0.3%	-1%	13	19	4%	0	-3%	-5%	1	0
Cc1ccc(C2=Nc3ccccc3NC(C)(c3ccc(C)o3)C2)o1 (stereo not given)	?	0.2%	0%	-5	-4	16%	-4	18%	-2%	-5	27
COC(=O)c1c(NC(=O)COC(=O)CNC(=O)C2CCCCC2)sc(C)c1C	0%	-0.5%	1%	2	-12	7%	4	1%	0%	-2	15
Cc1ccc(N2CC(=O)N(NC(=O)c3sc4nc(C)cc(C)c4c3N)CC2=O)cc1	nt	0.2%	0%	-3	3	-5%	-4	2%	0%	-10	-3
CC(CC(=O)Nc1nccs1)c1ccccc1 (stereo not given)	-1%	-1.0%	2%	22	-15	-10%	1	1%	nt	15	1
COC(=O)C(C)Sc1nc(NCc2ccccc2)nc(N(C)C)n1 (stereo not given)	-12%	-0.1%	2%	6	-8	-7%	-1	nt	11%	-5	13
COc1ccc(C(=O)NC2CCN(S(=O)(=O)c3ccc(F)cc3)CC2)cc1	54%[activator]	-0.9%	1%	-8	?	4%	2	-1%[11.5 µM]	-10%	4	13
Cc1ccc(-c2nnn(CC(=O)N(CC3CCCO3)C(C(=O)NC3CCCC3)c3ccc(O)cc3)n2)o1 (stereo not given)	-1%	0.9%	-1%	6	-3	-5%	4	0%	4%	9	0
O=C(c1ccc2c(=O)n3c(nc2c1)CCCCC3)N1CCCCC1	nt	0.3%	5%	23	-5	-2%	nt	nt	5%	-22	-2
Cc1ccccc1OCCn1c(CCNC(=O)C(C)C)nc2ccccc21	-5%	0.0%	1%	6	4	2%	3	2%	3%	4	28
Continued.
SMILES	Menin-MLL TR inh	B2AR arrestin	USP2a block	KCNH2 3.1 block	Giardia kill	CXXC DNA block	FBPA coupling cs	PKM2 activator	GALK inh	KCNH2 WT inh	TRPV1 agonist
O=C(NNC(=S)Nc1ccccc1)c1cccc(Br)c1	?	-0.2%	4%	4	4	-15%	-1	-1%	0%	-6	7
COc1cc(Cl)c(C)cc1NC(=O)c1ccc(S(C)(=O)=O)cc1	-1%	0.1%	3%	0	1	-5%	-2	-1%	7%	11	8
COc1ccc(NC(=O)CN(C)S(=O)(=O)c2ccccc2)c([N+](=O)[O-])c1	0%	0.3%	2%	2	-1	27%	-2	0%	-1%	11	5
COc1nn(CC(=O)N2N=C(C)CC2(O)C(F)F)cc1[N+](=O)[O-] (stereo not given)	-11%	-0.3%	1%	-4	2	5%	0	13%	-1%	3	0
COc1ccc(Nc2nc(NC(C)(C)C)nc(N3CCOCC3)n2)c(OC)c1	-12%	-0.1%	2%	13	15	-3%	2	0%	2%	1	?
O=C(Nc1ccncc1)c1sc2ccccc2c1Cl	-13%	-0.1%	0%	-13	-3	-1%	0	3%	-1%	3	?
OCCN1CCN(c2nc(-c3ccccc3)c3cc(Cl)ccc3n2)CC1	-24%	-1.0%	-7%	-99*	1	16%	1	3%	-8%	-39	6
CCOc1ncccc1C(=O)N1CCN(S(=O)(=O)c2ccc(Br)cc2Cl)CC1	0%	-0.1%	-6%	5	1	6%	-2	-1%	0%	-2	0
CCSc1oc(-c2ccco2)nc1S(=O)(=O)c1ccc(F)cc1	14%	-1.0%	3%	0	18	-2%	-4	7%	-5%	16	19
CN(CCC#N)C(=O)COC(=O)c1ccc2c(=O)n3c(nc2c1)CCC3	-21%	-0.4%	0%	-13	-9	1%	3	10%	2%	-40	-8
Cc1cc(NC(=O)c2cccc(S(=O)(=O)N3CCOCC3)c2)no1	10%	-0.2%	0%	2	-2	2%	0	-1%	-1%	2	0
CCN(c1ccccc1)S(=O)(=O)c1cnc[nH]1	6%	-0.3%	2%	10	33[activator]	7%	2	-13%	0%	0	-3
Cn1c(N)c(C(=O)COC(=O)/C=C/c2ccc(Cl)c(Cl)c2)c(=O)n(C)c1=O	nt	-1.2%	0%	-9	8	nt	nt	nt	nt	4	nt
CNC(=O)CN(c1ccc(F)cc1)S(=O)(=O)c1cc(C)ccc1OC	-4%	-0.1%	3%	0	-1	-3%	-2	7%	0%	-7	-8
COc1cc(/C=C2\C(=N)N3N=C(S(C)(=O)=O)SC3=NC2=O)cc(OC)c1OCCOc1ccccc1C	?	0.6%	-4%	-9	-5	-2%	7	nt	-15%	4	-3
CCN(CC(=O)Nc1cccc(OC)c1)c1ncnc2sc(C)c(C)c12	-10%	-0.6%	1%	-6	10	7%	-1	17%	-2%	0	8
NS(=O)(=O)c1ccc(NC(=O)COC(=O)c2cc([N+](=O)[O-])ccc2Cl)cc1	nt	0.5%	4%	4	8	5%	0	1%	-1%	-1	3
COc1cccc(N2CC(C(=O)N3CCC4(CC3)CC(=O)c3ccccc3O4)CC2=O)c1 (stereo not given)	nt	-0.2%	-1%	-2	8	nt	nt	nt	nt	-3	-3
O=C(c1coc(=O)c(Br)c1)N1CCCc2ccccc21	31%[activator]	0.2%	2%	-10	-20	-1%	-27	101%	4%	-11	1
O=C(Nc1ccc(OC(F)(F)F)cc1)C1CCCCN1S(=O)(=O)c1ccccc1 (stereo not given)	nt	0.0%	1%	-27	0	nt	nt	nt	nt	6	5
CC1(C(=O)O)CCC(C(=O)N2CCOCC2)C1(C)C (stereo not given)	2%	-1.3%	1%	15	-4	-3%	-3	-1%	10%	-13	2
CC(C)N1C(=O)N(c2ccccc2)C(C)(O)CC1(C)C (stereo not given)	9%	0.1%	-5%	-71*	-11	11%	5	-2%	2%	-4	1
Cc1ccc(C)c2c1cc(C)c1nnc(SCC(=O)Nc3nc4c(s3)CCCC4)n12	-8%	-0.2%	3%	15	-13	-17%	6	-3%	1%	0	-1
Cc1nc(NC(=O)CSc2nnc(N)s2)c(Cl)cc1Cl	0%	0.3%	-15%	0	-7	17%	0	-1%	-2%	-8	0
COC(=O)c1ccc(OCC(=O)N2CCCc3ccccc32)cc1	2%	-0.2%	0%	6	51[activator]	8%	0	-1%	-3%	0	1

A portion of the library; count on the stated rates, not on these rows.
